G9a block: G9a (human) methyltransferase inhibition. Potency, µM (series often up to 102 µM), inactives show at the highest dose activity, negative = inhibition, hits mostly inhibitors. G9a H3K9 monomethylation, AlphaScreen, 2 h. Q96KQ7. AID 504332. 350,000 tested, 8.8% active; note: potency is the fitted concentration of half-maximal effect; % is set by controls: 0 for no effect and ±100 for the full control effect; nearly all actives have a fitted effect of over 75% in size
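Signal arises when biotinylated H3K9 peptide, once monomethylated, bridges streptavidin donor and antibody-captured acceptor beads. Enzyme at 20 nM was preincubated 15 min with test compounds; peptide 500 nM and SAM 20 uM then reacted for 2 h.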
PGK inhibitor: T. brucei PGK inhibition; 380,000 tested, 0.043% active; PGK/GAPDH coupled, Kinase-Glo luminescence, 60 min; P07378; Potency, µM (doses to about 57.5 µM), inactives show at the highest dose activity change, negative = inhibition, hits mostly inhibitors; AID 602233; note: potency is the fitted concentration of half-maximal effect; % is set by controls: 0 for no effect and ±100 for the full control effect; nearly all actives have a fitted effect of over 60% in size
Target sequence (P07378 whole entry, looked up): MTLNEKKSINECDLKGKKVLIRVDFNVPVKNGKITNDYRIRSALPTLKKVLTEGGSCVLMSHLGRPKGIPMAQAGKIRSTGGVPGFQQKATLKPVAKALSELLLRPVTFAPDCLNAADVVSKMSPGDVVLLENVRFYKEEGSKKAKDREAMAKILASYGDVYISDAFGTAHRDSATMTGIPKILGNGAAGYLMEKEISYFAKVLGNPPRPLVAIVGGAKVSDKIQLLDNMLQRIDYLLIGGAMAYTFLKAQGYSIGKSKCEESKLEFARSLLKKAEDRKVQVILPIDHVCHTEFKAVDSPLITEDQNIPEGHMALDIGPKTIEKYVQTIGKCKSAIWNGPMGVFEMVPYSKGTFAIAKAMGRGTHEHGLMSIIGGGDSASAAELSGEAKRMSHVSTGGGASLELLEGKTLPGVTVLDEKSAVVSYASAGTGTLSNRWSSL
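Recombinant glycosomal PGK reaction used 1,3-bisphosphoglycerate generated in-well by GAPDH (100nM final) in 100mM TEA pH 7.6, 5mM MgCl2, 0.01% Tween-20. After 60 minutes at room temperature, ATP was read by Kinase-Glo Plus luminescence end-point.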
Pin1 inhibitor: human Pin1 inhibition; Q13526; Pin1 FP peptide displacement, HiFluor488, 10 min; Potency, µM (titrated, usually from 115 µM), inactives show top-dose activity, negative = inhibition, usual class: inhibitors; 390,000 tested, 0.009% active; active = well fitted inhibition curve with a large enough effect in the polarisation, with a control signal flat, not every such curve was filed as active; inconclusive = small, poorly fitted or top-dose-only effect, or effect the other way, or a change in a side signal; inactive = no such curve, though single readings can be large or run the other way; the % refers to the polarisation; note: potency is the fitted concentration of half-maximal effect; % is set by controls: 0 for no effect and ±100 for the full control effect
Target sequence (Q13526 whole entry, looked up): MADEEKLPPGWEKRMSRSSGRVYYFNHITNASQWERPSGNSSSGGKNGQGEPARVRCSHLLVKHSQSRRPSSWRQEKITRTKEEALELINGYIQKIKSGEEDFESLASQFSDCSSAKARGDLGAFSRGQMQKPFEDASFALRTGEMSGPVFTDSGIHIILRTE
JMJD2A Tudor: inhibitors of human JMJD2A Tudor domain; O75164; AlphaScreen JMJD2A-Tudor / H3K4me3 peptide binding; Potency, µM (series often up to 114 µM), for the others: at the highest dose activity change, negative = inhibition, actives largely listed as inhibitors; 390,000 tested, 4.4% active; AID 504339; note: potency is the fitted concentration of half-maximal effect; % is set by controls: 0 for no effect and ±100 for the full control effect; nearly all actives have a fitted effect of over 50% in size
ERG-DNA inh: inhibitors of human ERG Ets domain-DNA interaction; Potency, µM (highest dose often 76.9 µM), for the others: at the top dose FP activity, negative = inhibition, most hits filed as inhibitors; AID 624246; fluorescence polarization, His-ERG Ets domain / labelled DNA; 370,000 tested, 0.028% active; active = well fitted inhibition curve with a large enough effect in the polarisation, with a control signal flat; inconclusive = small, poorly fitted or top-dose-only effect, or effect the other way, or a change in a side signal; inactive = no such curve, though single readings can be large or run the other way; the % refers to the polarisation;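 note: polarization taken with two DNA probes labelled with fluorescein and Texas red; potency is the fitted concentration of half-maximal effect; % of control where 0% means no effect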
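His-tagged ERG Ets domain (1 uM in the protein solution; 300mM KCl, 50mM Tris-HCl, 1mM EDTA, 1mM DTT, pH 7.5) received compound, then a probe mix of 5 nM fluorescein-DNA and 100nM Texas-615-DNA. Fluorescence polarization was read for both dyes.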
PI4K2A inh: blocks human PI4K2A kinase activity | AID 1346378 | Q9BTU6 | 420,000 tested, 0.13% active | purified PI4K2A, ADP-Glo luminescence, 1 h; hits give low values | activity change, negative = inhibition, % at 76.9 µM; in the data active = activity change below about -50%; inconclusive = mostly about -30% to -49%;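 note: -100% = wells without enzyme as full effect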
Target sequence (Q9BTU6 whole entry, looked up): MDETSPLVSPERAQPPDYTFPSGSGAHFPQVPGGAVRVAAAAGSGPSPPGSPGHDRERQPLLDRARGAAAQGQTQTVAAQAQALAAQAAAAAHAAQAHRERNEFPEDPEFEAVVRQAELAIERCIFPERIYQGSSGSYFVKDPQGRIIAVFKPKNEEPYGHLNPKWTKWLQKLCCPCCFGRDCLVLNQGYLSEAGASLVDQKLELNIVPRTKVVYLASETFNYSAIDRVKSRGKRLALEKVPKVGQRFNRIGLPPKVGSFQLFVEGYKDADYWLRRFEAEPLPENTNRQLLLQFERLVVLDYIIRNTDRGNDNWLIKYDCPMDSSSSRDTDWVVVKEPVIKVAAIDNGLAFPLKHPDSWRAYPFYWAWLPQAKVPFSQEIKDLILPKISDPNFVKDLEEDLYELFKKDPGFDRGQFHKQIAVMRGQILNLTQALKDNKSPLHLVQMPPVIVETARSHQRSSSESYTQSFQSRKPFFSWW
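ADP-Glo luminescence measured ADP generated by PI4K2A enzyme (4 ug/mL before mixing) with 1.2 mM PI substrate (pre-mix) and 300 microM ATP (pre-mix). Tris pH7.5 buffer with MgCl2, Triton X-100; 1 h reaction at ambient temperature.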
HP1b chromo inh: inhibitors of HP1-beta chromodomain binding to methylated histone tails; P83916; AlphaScreen HP1-beta / biotin-H3K9me3 peptide binding; Potency, µM (titrated, usually from 114 µM), without a hit: at the highest dose activity change, negative = inhibition, usual class: inhibitors; 390,000 tested, 0.56% active; note: potency is the fitted concentration of half-maximal effect; nearly all actives have a fitted effect of over 70% in size; inactives centre near 23
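AlphaScreen: HP1-beta (50 nM) preformed 30 min with biotin-H3(1-18)K9me3 peptide (50 nM) in PBS pH 7.4, 0.01% Tween-20. Compound added for 30 min at RT, then streptavidin donor/nickel chelate acceptor beads (10 ug/mL) for 30 min.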
BAZ2B block: BAZ2B (human) inhibition; Q9UIF8; AlphaScreen BAZ2B-H3K14Ac peptide displacement; 360,000 tested, 4.4% active; Potency, µM (series often up to 114 µM), inactives show top-dose activity change, negative = inhibition, usual class: inhibitors; note: potency is the fitted concentration of half-maximal effect; % is set by controls: 0 for no effect and ±100 for the full control effect; nearly all actives have a fitted effect of over 60% in size
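Inhibition is scored as reduced AlphaScreen emission. The BAZ2B/b-H3(5-23)K14Ac complex (50 nM each) in PBS pH 7.4, 0.01% Tween-20 meets compound (up to 110 uM) for 30 min at RT before bead addition.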
GLS inh: glutaminase GLS (human) inhibition. O94925. GLS enzymatic activity, qHTS titration. Potency, µM (titrated, usually from 45.5 µM), for the others: top-dose activity change, negative = inhibition, hits mostly inhibitors. 410,000 tested, 0.21% active. AID 624170; note: potency is the fitted concentration of half-maximal effect; % is set by controls: 0 for no effect and ±100 for the full control effect
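Two-point fluorescence kinetic (t0, 30 min RT) for hKGA; glutamate detected via glutamate oxidase–HRP–Amplex Red. Substrate: 1 mM L-glutamine solution; buffer 45 mM KH2PO4, pH 8.2.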
* marks the source's active call; other numbers are inactive results; i = inactive; ? = inconclusive; nt = no result given; [ ] = another dose, or the depositor's remark. Unless noted, calls come from the whole dose curve; as a rule, active = well fitted curve in the direction sought with a large enough effect; inconclusive = small, poorly fitted or top-dose-only effect, or another doubt; inactive = no such curve, though single readings can be large; an effect the other way counts as inactive or inconclusive.

Value order: G9a block | PGK inhibitor | Pin1 inhibitor | JMJD2A Tudor | ERG-DNA inh | PI4K2A inh | HP1b chromo inh | BAZ2B block | GLS inh
- Cc1ccccc1-n1c(SCC(=O)NCC2CCCO2)nnc1-c1ccncc1 (stereo unspecified)
 : nt | -3% | ? | 12% | -30% | 3 | 24% | nt | -4%
- COc1ccc(C(=O)NNC(=O)CN2CCN(c3nc(-c4ccccc4)cs3)CC2)cc1
 : 11% | -9% | 2% | -1% | -25% | 2 | 26% | 10% | -2%
- CSc1cccc(NC(=O)CN(c2ccc(C)cc2C)S(C)(=O)=O)c1
 : 16%[59 µM] | -7% | 6% | -25% | 0% | 2 | 2% | -11% | 8%
- Cc1ccc(Cl)cc1NC(=O)C(NS(=O)(=O)c1cccs1)c1ccccc1 (stereo unspecified)
 : 10% | -2% | 2% | -4% | -3% | 2 | 21% | 9% | 7%
- O=S(=O)(ON(c1ccccc1)S(=O)(=O)c1ccccc1)c1ccccc1
 : -7%[59 µM] | -7% | 0% | -4% | 0% | -2 | 25% | 6% | 14%
- CC(C)CCNC(=O)c1cc(Sc2ccc(F)cc2F)nc2ccccc12
 : 0%[59 µM] | -8% | -2% | -20% | -1% | -10 | 3% | 0% | -6%
- Cc1nn(Cc2cccc(C(=O)NC34CC5CC(CC(C5)C3)C4)c2)c(C)c1Br
 : 12%[59 µM] | -1% | ? | -3% | 2% | -1 | 49%[activator] | -3% | 3%
- Oc1ccc2oc3c(c2c1)CCCC3
 : -20% | -2% | -1% | -33% | 3% | -6 | 7% | -39% | 3%
- COc1ccc(C(C(=O)NC2CCCC2)N(Cc2cccnc2)C(=O)c2snc(C(N)=O)c2N)cc1OC (stereo unspecified)
 : -4% | -3% | -1% | -13% | -4% | 0 | 35% | -6% | 4%
- O=C(NC(=S)N1CCOCC1)c1cn(-c2ccccc2)nc1-c1ccccc1
 : ? | -7% | 2% | -28% | 14% | -1 | 36% | -37% | 14%
- CCOC(=O)c1ccc(NC(=O)CN2C(=O)CSC2=O)cc1
 : 8% | -1% | 3% | -16% | -2% | 0 | 4% | -1% | -15%
- O=S(=O)(c1ccccc1)N(Cc1nc(-c2ccccc2)no1)C1CCCCC1
 : 29%[12.7 µM] | -11% | 2% | 7% | 0% | -6 | 32% | 5% | 1%
- COC(c1ccccc1)c1nnc(CCC(=O)N(C)CCCC2CCCC2)o1 (stereo unspecified)
 : -8% | 2% | -7% | -16% | 4% | -11 | 44%[activator] | -2% | 4%
- CC1=CC(=C(C#N)c2nc3ccccc3s2)C=C(C)N1Cc1ccco1
 : -8%[59 µM] | nt | ? | 9% | nt | -1 | 50%[activator] | 7% | -8%
- O=C(NCCOc1ccc(F)cc1)C1CCC(=O)N(CCN2CCOCC2)C1 (stereo unspecified)
 : 45µM* | -1% | 0% | 2% | 2% | 4 | -11% | -34% | 1%
- Cc1cccc(Oc2coc3cc(OCC(=O)NC4CCCCC4)ccc3c2=O)c1
 : -3%[59 µM] | -8% | ? | -13% | 16% | 2 | 17% | -1% | -4%
- Cc1ccc(C)c(N2C(=O)c3cc(N4CCOCC4)c([N+](=O)[O-])cc3C2=O)c1
 : 9% | 3% | 0% | ? | 3% | 3 | ? | ? | 0%
- CN(C)c1ccc(C(CNC(=O)Cc2ccc(Cl)cc2)N2CCOCC2)cc1 (stereo unspecified)
 : ? | i | -9% | -32% | 0% | 0 | -1% | ? | 24%
- CC(C)=CCC/C(C)=C/Cc1c(O)ccc(C(=O)/C=C/c2ccc(O)cc2)c1O
 : ? | -2% | 0% | ? | 20% | 2 | -10% | ? | 0%
- Cc1ccc(NS(=O)(=O)c2ccc(CCC(=O)N3CCCC3)cc2)cc1
 : 17% | -2% | 4% | -4%[11.4 µM] | 11% | 0 | 49%[activator] | -3% | 0%
- O=C(O)C1CCCN1C(=O)C12CC3CC(CC(C3)C1)C2 (stereo unspecified)
 : -8%[0.501 µM] | i | -8% | -10% | 3% | 2 | 37%[activator] | 4% | 1%
- CCn1c(-c2ccco2)n[nH]c1=S
 : 3.5µM* | 0% | -6% | -2%[11.4 µM] | 5% | -5 | -22% | 3% | -29%
- O=C1[C@@H]2C(c3ccccc3Cl)=NO[C@@H]2C(=O)N1Cc1ccccc1
 : ? | -7% | -6% | -7% | -3% | 4 | 22% | -6% | 2%
- CCCn1nc(Oc2nc(NCC)nc(NCC)n2)ccc1=O
 : 1%[12.7 µM] | -16% | -5% | -4% | 1% | -2 | 13% | -1% | -25%
- COc1ccc(S(=O)(=O)N/N=C(/C)c2ccc(Cl)cc2)cc1
 : -26% | 11% | 1% | -15% | -2% | 2 | 14% | 6% | 10%
- CCCCN(C)S(=O)(=O)c1ccc(C(=O)Nc2sc3c(c2C(N)=O)CC(C)(C)NC3(C)C)cc1
 : 9%[59 µM] | -2% | -5% | -28% | 1% | 3 | 7% | -1% | 3%
- CCOc1ccccc1N(CC(=O)NC1CCCCC1)S(C)(=O)=O
 : 19%[12.7 µM] | i | 3% | 1% | 5% | 2 | 23% | 23% | -1%
- COc1ccc(C(=O)NCCn2cc(SCC(=O)Nc3ccccc3)c3ccccc32)cc1OC
 : -4%[59 µM] | -7% | 0% | -26% | -2% | 3 | 0% | -29% | 14%
- C=CCn1c(SCC(=O)Nc2c(C)n(C)n(-c3ccccc3)c2=O)nc2sc(C)c(C)c2c1=O
 : -6%[59 µM] | -2% | -2% | -19% | 3% | 2 | 34% | -5% | 1%
- Cc1cc(F)ccc1S(=O)(=O)NCC(c1ccc2c(c1)OCO2)N1CCOCC1 (stereo unspecified)
 : 2%[0.501 µM] | -4% | 5% | -8% | -5% | 3 | 5% | 20% | -4%
- CC(=O)Nc1cccc(NC(C)=C(C#N)C#N)c1
 : 5%[59 µM] | -1% | -3% | -5% | -2% | 1 | 27% | -5% | 0%
- CCSc1nnc(NC(NC(C)=O)(C(F)(F)F)C(F)(F)F)s1
 : 8% | i | -2% | 2% | -16% | 3 | 36%[activator] | 1% | -2%
- O=C(O)c1ccc2c(=O)n(-c3ccc(F)c(Cl)c3)c(=S)[nH]c2c1
 : ? | -5% | -6% | -7% | -4% | 1 | 7% | -2% | 2%
- NS(=O)(=O)c1ccc(CCNC(=O)C2COc3ccccc3O2)cc1 (stereo unspecified)
 : 114%[activator][59 µM] | -6% | 1% | 1% | -3% | 2 | 23% | -7% | 1%
- Cc1ccc(SCC(=O)NCC(C)C)cc1
 : 8%[59 µM] | -3% | -5% | 8% | 2% | -4 | 43%[activator] | 5% | -26%
- Oc1cccc2cc3cccc(O)c3c(O)c12
 : ? | -3% | ? | ? | 22% | -8 | -8% | 40µM* | -4%
- CCOC(=O)c1[nH]c2ccc(F)cc2c1NC(=O)c1cc(OC)c(OC)c(OC)c1
 : -44%[12.7 µM] | -5% | -4% | -22%[11.4 µM] | 8% | 1 | -9% | 3% | 13%
- CC1=NNC(=O)C1CCC(=O)N/N=C(/C)c1ccc([N+](=O)[O-])cc1 (stereo unspecified)
 : 10%[59 µM] | i | 3% | -13% | -4% | -4 | 6% | 10% | ?
- CS(=O)(=O)Nc1ccccc1C(=O)Nc1cccc(Cl)c1
 : -38%[12.7 µM] | -6% | ? | -15% | nt | 1 | 39%[activator] | -8% | -7%
- NS(=O)(=O)c1ccccc1NC(=S)Nc1ccccc1S(N)(=O)=O
 : 7% | -6% | -2% | -5% | -1% | -4 | 36% | -2% | 0%
- CCCCCC1CCC(C(=O)NCCN2CCOCC2)CC1 (stereo unspecified)
 : ? | -2% | -2% | -12% | 17% | 4 | 19% | 25% | -3%
- O=C(c1ccc2c(=O)n3c(nc2c1)CCCCC3)N1CCN(C(c2ccccc2)c2ccccc2)CC1
 : -39%[59 µM] | i | 59%[activator] | -32% | -5% | -2 | 32% | -32% | -1%
- COc1ccc2ccccc2c1/C=N/NC(=O)CC1(C)OCCCO1
 : 20% | -5% | 3% | -1% | 1% | 2 | 14% | -7% | 0%
- O=C(C[n+]1cc(Br)cc2ccccc21)c1ccc(F)cc1
 : 50µM* | nt | ? | ? | -3% | 5 | 10% | -20% | 0%
- C[C@H](N)c1nnc(SCC(=O)c2ccc(Cl)cc2)o1
 : ? | 5% | 0% | -5% | -5% | 4 | 10% | ? | -5%
- C(=N\N=C\c1ccncc1)/c1ccncc1
 : 0%[2.33 µM] | -2% | -1% | -18% | -2% | 1 | 30% | 5% | 1%
- Cn1c(COc2ccccc2)nnc1SCC(=O)Nc1ccc(N2CCOCC2)c(Cl)c1
 : 6%[12.7 µM] | -6% | -15% | -19% | 1% | -2 | 27% | -4% | 0%
- CCOC(=O)Cn1nc(C)c(NC(=O)c2cccc([N+](=O)[O-])c2)c1C
 : ? | -1% | 0% | -12% | -1% | 3 | 42%[activator] | -25% | 0%

Reformatted tab-delimited: two of the compounds above.
compound	G9a block	PGK inhibitor	Pin1 inhibitor	JMJD2A Tudor	ERG-DNA inh	PI4K2A inh	HP1b chromo inh	BAZ2B block	GLS inh
NS(=O)(=O)c1ccccc1NC(=S)Nc1ccccc1S(N)(=O)=O	7%	-6%	-2%	-5%	-1%	-4	36%	-2%	0%
CS(=O)(=O)Nc1ccccc1C(=O)Nc1cccc(Cl)c1	-38%[12.7 µM]	-6%	?	-15%	nt	1	39%[activator]	-8%	-7%
